USP10 block – human USP10 deubiquitinase inhibition | inhibition, % at 20 µM | purified USP10, Ub-rhodamine fluorescence, 60 min | 1.1% of 47,000 active
USP8 inh – inhibitors of human USP8 deubiquitinase; P40818; purified USP8, Ub-rhodamine cleavage fluorescence, 30 min; inhibition, % at 20 µM; 4.2% of 47,000 active; AID 1645853
USP7 inh – blocks human USP7 ubiquitin-rhodamine cleavage | inhibition, % at 20 µM | Q93009 | 0.3% of 47,000 active | purified USP7, Ub-rhodamine cleavage fluorescence | AID 1645854
USP28 block – human USP28 deubiquitinase inhibition. purified USP28, Ub-rhodamine cleavage fluorescence, 30 min. inhibition, % at 25 µM. 3% of 47,000 active. AID 1645857
Target sequence (Q96RU2 whole entry, looked up): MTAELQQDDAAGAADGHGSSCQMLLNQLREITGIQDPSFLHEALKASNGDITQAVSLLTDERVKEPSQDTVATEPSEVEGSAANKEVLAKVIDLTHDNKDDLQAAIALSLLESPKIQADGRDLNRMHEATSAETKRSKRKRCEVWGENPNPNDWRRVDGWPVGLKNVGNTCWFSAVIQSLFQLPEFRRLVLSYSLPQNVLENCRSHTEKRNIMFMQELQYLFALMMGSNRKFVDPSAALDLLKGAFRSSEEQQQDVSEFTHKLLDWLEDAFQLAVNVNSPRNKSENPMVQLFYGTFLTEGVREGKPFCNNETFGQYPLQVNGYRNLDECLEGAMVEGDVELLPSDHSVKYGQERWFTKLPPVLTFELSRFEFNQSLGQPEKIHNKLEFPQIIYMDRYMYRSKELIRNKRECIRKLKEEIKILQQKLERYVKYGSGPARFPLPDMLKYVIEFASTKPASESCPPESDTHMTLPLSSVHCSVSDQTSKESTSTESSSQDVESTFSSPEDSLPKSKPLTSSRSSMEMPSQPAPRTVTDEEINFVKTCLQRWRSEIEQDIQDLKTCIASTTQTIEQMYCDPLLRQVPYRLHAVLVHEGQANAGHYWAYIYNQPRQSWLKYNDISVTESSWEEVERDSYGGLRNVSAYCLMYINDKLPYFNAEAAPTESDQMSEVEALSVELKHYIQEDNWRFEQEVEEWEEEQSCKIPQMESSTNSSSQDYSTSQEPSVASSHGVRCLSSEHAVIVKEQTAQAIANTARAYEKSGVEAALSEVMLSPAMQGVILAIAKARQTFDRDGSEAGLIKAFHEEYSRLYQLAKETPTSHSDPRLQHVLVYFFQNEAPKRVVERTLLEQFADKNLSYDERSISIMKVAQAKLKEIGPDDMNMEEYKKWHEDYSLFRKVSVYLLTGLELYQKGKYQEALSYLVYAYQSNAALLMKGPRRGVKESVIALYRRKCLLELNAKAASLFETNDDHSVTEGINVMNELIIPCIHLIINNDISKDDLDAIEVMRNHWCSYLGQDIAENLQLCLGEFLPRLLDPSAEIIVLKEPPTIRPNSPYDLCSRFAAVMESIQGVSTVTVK
UCHL1 inh – human UCHL1 deubiquitinase inhibition; purified UCHL1, Ub-rhodamine cleavage fluorescence; inhibition, % at 20 µM; 0.2% of 47,000 active
USP17 block – blocks human USP17 ubiquitin-rhodamine cleavage; 6.5% of 47,000 active; purified USP17, Ub-rhodamine cleavage fluorescence, 3 h; A8MUK1; inhibition, % at 50 µM; AID 1645855
USP30 inh – human USP30 deubiquitinase inhibition; inhibition, % at 25 µM; AID 1645860; 5.3% of 47,000 active; purified USP30, Ub-rhodamine cleavage fluorescence; Q70CQ3
OTUD3 inh – blocks human OTUD3 ubiquitin-rhodamine cleavage; Q5T2D3; purified OTUD3, Ub-rhodamine fluorescence, 2 h; inhibition, % at 25 µM; 0.7% of 47,000 active; AID 1645858
Starred values were filed as active, the others as inactive. Cut-off read from the data, not from the text of the source: active = inhibition above about 30%; inactive = the rest.

Results for O=C(c1ccncc1)N1CCCC(c2nc(-c3ccccn3)ncc2-c2ccncc2)C1 (stereo not given) ?
USP10 block: -0.3; USP8 inh: -71.5; USP7 inh: 5.3; USP28 block: 6.6; UCHL1 inh: 1.4; USP17 block: 1.1; USP30 inh: 5.5; OTUD3 inh: 6.6

How did CCCC(=O)N1CCC[C@@H]1Cn1c(C(F)(F)F)cc(=O)c2cc(C)ccc21 do in these assays?
USP10 block: 0.0; USP8 inh: -6.2; USP7 inh: -1.6; USP28 block: 0.1; UCHL1 inh: 2.3; USP17 block: 4.8; USP30 inh: -0.6; OTUD3 inh: -0.8

Results for O=S1(=O)CCN(CC2CCCO2)c2c(Oc3ccccc3)nc(F)c(Cl)c21 (stereo not given) ?
USP10 block: 4.5; USP8 inh: 91.7*; USP7 inh: -149.3; USP28 block: 29.6; UCHL1 inh: 9.4; USP17 block: 60.2*; USP30 inh: 2.6; OTUD3 inh: 7.0

How did CN1CC(=O)N(CC(=O)N2CCN(c3cccc(Cl)c3)CC2)c2ccccc2C1=O do in these assays?
USP10 block: -0.2; USP8 inh: -0.3; USP7 inh: 1.5; USP28 block: 0.0; UCHL1 inh: 3.4; USP17 block: 3.0; USP30 inh: 11.0; OTUD3 inh: 2.9

How did Cc1cc(C(=O)Cc2ccccn2)c(O)cc1O do in these assays?
USP10 block: 0.3; USP8 inh: 23.0; USP7 inh: -0.6; USP28 block: -3.6; UCHL1 inh: -2.4; USP17 block: 4.9; USP30 inh: -3.0; OTUD3 inh: 0.0

Results for CC(=O)N1CCCC1c1nnc2n1CCN(C(=O)CC1CCCCC1)CC2 (stereo not given) ?
USP10 block: -1.0; USP8 inh: 7.0; USP7 inh: 4.2; USP28 block: 13.6; UCHL1 inh: -0.6; USP17 block: 16.1; USP30 inh: 19.0; OTUD3 inh: 13.5

What do the screens show for `COC(=O)c1ccccc1NC(=O)CSc1nnc(-c2ccc(C(C)(C)C)cc2)n1C1CCCC1`?
USP10 block: 23.7; USP8 inh: 25.6; USP7 inh: 13.6; USP28 block: 11.6; UCHL1 inh: 7.8; USP17 block: 15.3; USP30 inh: 52.4*; OTUD3 inh: -37.2

What do the screens show for `Cc1ccc(CNC(=O)c2ccc(N3C(=O)[C@@H]4Cc5ccccc5CN4C3=O)cc2)cc1`?
USP10 block: 14.0; USP8 inh: 5.2; USP7 inh: 4.4; USP28 block: 11.4; UCHL1 inh: 5.6; USP17 block: 61.9*; USP30 inh: 48.9*; OTUD3 inh: 11.0

How did Cc1cc(C[C@@H]2CCC[C@H]2NCc2cn[nH]c2-c2ccccc2)on1 do in these assays?
USP10 block: 0.1; USP8 inh: -2.2; USP7 inh: -2.7; USP28 block: 4.5; UCHL1 inh: 0.7; USP17 block: 5.7; USP30 inh: 8.7; OTUD3 inh: 8.5

How did CNC(=O)[C@@]12CCC3(CCN(C(=O)Cc4ccc(OC)cc4)CC3)[C@@H]1CN(C(C)=O)C2 do in these assays?
USP10 block: 1.6; USP8 inh: -2.9; USP7 inh: 4.8; USP28 block: 12.2; UCHL1 inh: 0.4; USP17 block: 7.8; USP30 inh: 25.0; OTUD3 inh: 15.5

How did Cc1ccc(NC(=O)C2CCCN(c3cnccn3)C2)cc1 (stereo not given) do in these assays?
USP10 block: -0.5; USP8 inh: -0.1; USP7 inh: 1.1; USP28 block: -4.2; UCHL1 inh: -1.0; USP17 block: 0.7; USP30 inh: 2.2; OTUD3 inh: -4.2

What do the screens show for `CCN1C[C@H]2C3(CCN(C(=O)c4ccc(OC)cc4)CC3)CC[C@@]2(C(=O)N(C)C)C1`?
USP10 block: 6.2; USP8 inh: -197.4; USP7 inh: 3.1; USP28 block: 0.3; UCHL1 inh: 3.0; USP17 block: -27.1; USP30 inh: 0.9; OTUD3 inh: 1.3

Pulled by compound from above:
What do the screens show for `Cc1ccc(CNC(=O)c2ccc(N3C(=O)[C@@H]4Cc5ccccc5CN4C3=O)cc2)cc1`?
USP10 block: 14.0; USP8 inh: 5.2; USP7 inh: 4.4; USP28 block: 11.4; UCHL1 inh: 5.6; USP17 block: 61.9*; USP30 inh: 48.9*; OTUD3 inh: 11.0

How did CNC(=O)[C@@]12CCC3(CCN(C(=O)Cc4ccc(OC)cc4)CC3)[C@@H]1CN(C(C)=O)C2 do in these assays?
USP10 block: 1.6; USP8 inh: -2.9; USP7 inh: 4.8; USP28 block: 12.2; UCHL1 inh: 0.4; USP17 block: 7.8; USP30 inh: 25.0; OTUD3 inh: 15.5

How did Cc1cc(C(=O)Cc2ccccn2)c(O)cc1O do in these assays?
USP10 block: 0.3; USP8 inh: 23.0; USP7 inh: -0.6; USP28 block: -3.6; UCHL1 inh: -2.4; USP17 block: 4.9; USP30 inh: -3.0; OTUD3 inh: 0.0

Results for O=S1(=O)CCN(CC2CCCO2)c2c(Oc3ccccc3)nc(F)c(Cl)c21 (stereo not given) ?
USP10 block: 4.5; USP8 inh: 91.7*; USP7 inh: -149.3; USP28 block: 29.6; UCHL1 inh: 9.4; USP17 block: 60.2*; USP30 inh: 2.6; OTUD3 inh: 7.0

The list continues.
How did Cc1ccc(NC(=O)CSc2ccc(-c3sc(C)nc3C)nn2)cc1 do in these assays?
USP10 block: -1.5; USP8 inh: 3.4; USP7 inh: 1.9; USP28 block: -19.3; UCHL1 inh: -1.0; USP17 block: 7.5; USP30 inh: -34.2; OTUD3 inh: -7.5

How did CCCOc1ccc(C2CN3C(=O)N(c4cccc(C(C)=O)c4)C(=O)[C@]3(C)c3[nH]c4ccccc4c32)cc1OCC (stereo not given in full) do in these assays?
USP10 block: 8.7; USP8 inh: 26.8; USP7 inh: 9.1; USP28 block: 8.9; UCHL1 inh: 9.7; USP17 block: 2.9; USP30 inh: 17.6; OTUD3 inh: 10.2

What do the screens show for `CC(CCc1ccco1)NC(=O)c1cc2c(-c3ccccc3F)nn(C)c2s1` (stereo not given)?
USP10 block: 0.9; USP8 inh: -2.0; USP7 inh: 10.2; USP28 block: -10.5; UCHL1 inh: 7.6; USP17 block: -27.6; USP30 inh: -16.8; OTUD3 inh: -1.5

Results for O=C(CSc1ncnc2c1nnn2-c1ccc(F)cc1)N1CCc2ccccc21 ?
USP10 block: 8.6; USP8 inh: -0.2; USP7 inh: 1.9; USP28 block: -1.6; UCHL1 inh: -1.7; USP17 block: 8.0; USP30 inh: 3.5; OTUD3 inh: 2.0

How did O=C(Nc1ccccc1)N1CCC2(CN(Cc3ccccc3Cl)C2)C1 do in these assays?
USP10 block: 0.9; USP8 inh: -16.2; USP7 inh: -4.2; USP28 block: -9.3; UCHL1 inh: -3.4; USP17 block: -8.3; USP30 inh: -1.0; OTUD3 inh: -5.2

Results for COc1ccccc1C1c2[nH]c3ccccc3c2C[C@H]2C(=O)N(CCCn3ccnc3)CC(=O)N12 (stereo not given in full) ?
USP10 block: -8.1; USP8 inh: -16.8; USP28 block: -16.0; UCHL1 inh: -5.4; USP17 block: -28.6; USP30 inh: -56.8; OTUD3 inh: -17.2

Results for O=C(Cn1cc(S(=O)(=O)N2CCCCCC2)ccc1=O)Nc1cccc(F)c1 ?
USP10 block: 12.1; USP8 inh: 6.0; USP7 inh: 5.5; USP28 block: -7.5; UCHL1 inh: -0.2; USP17 block: -0.7; USP30 inh: -0.6; OTUD3 inh: -0.9

What do the screens show for `Oc1ccc2c(c1)OCC1c3cc4c(cc3OC21)OCO4` (stereo not given)?
USP10 block: -0.8; USP8 inh: -1.7; USP7 inh: -20.0; USP28 block: 2.7; UCHL1 inh: 2.4; USP17 block: -59.5; USP30 inh: -69.0; OTUD3 inh: -1.8

What do the screens show for `CCOc1ccc(-n2nnnc2-c2ccccn2)cc1`?
USP10 block: 0.2; USP8 inh: -0.7; USP7 inh: -1.0; USP28 block: 10.3; UCHL1 inh: -0.5; USP17 block: 5.3; USP30 inh: 30.6*; OTUD3 inh: 16.6

Results for N#Cc1cccc(C(=O)N2C3CCC(O)(CC3)C2CN2CCOCC2)c1 (stereo not given) ?
USP10 block: 4.0; USP8 inh: -0.9; USP7 inh: 2.5; USP28 block: -5.8; UCHL1 inh: 0.9; USP17 block: -1.1; USP30 inh: 2.5; OTUD3 inh: -1.0

Results for N#Cc1cc2c(=O)n3ccccc3nc2n(C2CCS(=O)(=O)C2)c1=O (stereo not given) ?
USP10 block: -5.2; USP8 inh: -115.2; USP7 inh: -46.6; USP28 block: -247.8; UCHL1 inh: -49.4; USP17 block: -168.9; USP30 inh: -489.9; OTUD3 inh: -209.4

How did Cc1ccc(C(=O)NCc2ccc3c(c2)OCO3)cc1S(=O)(=O)N1CCCC1 do in these assays?
USP10 block: 2.4; USP8 inh: -5.4; USP7 inh: -0.2; USP28 block: 0.0; UCHL1 inh: -4.6; USP17 block: -18.3; USP30 inh: -2.4; OTUD3 inh: -14.5

Results for O=S(Cc1cc(Sc2ccccc2)nc(-c2ccccn2)n1)c1ccc(Cl)cc1 (stereo not given) ?
USP10 block: 3.3; USP8 inh: -27.9; USP7 inh: -8.1; USP28 block: 5.5; UCHL1 inh: 0.1; USP17 block: -9.6; USP30 inh: 0.0; OTUD3 inh: -8.9

How did O=C1NCCCn2cc(S(=O)(=O)N3CCN(Cc4ccccc4)CC3)cc21 do in these assays?
USP10 block: -8.1; USP8 inh: -18.0; USP7 inh: -2.3; USP28 block: 1.0; UCHL1 inh: -2.4; USP17 block: -9.8; USP30 inh: -17.7; OTUD3 inh: 9.6

How did O=C(Cn1c(=O)n(CCc2ccc(Cl)cc2)c(=O)c2ccccc21)OCc1ccccc1 do in these assays?
USP10 block: 3.5; USP8 inh: -1.3; USP7 inh: 6.3; USP28 block: 9.7; UCHL1 inh: 3.7; USP17 block: 9.2; USP30 inh: 12.6; OTUD3 inh: 13.2

What do the screens show for `CCn1cc2nc(SCC(=O)NC3CCCC3)n(Cc3ccc(C)cc3)c(=O)c2n1`?
USP10 block: -0.3; USP8 inh: 5.9; USP7 inh: 1.7; USP28 block: 11.9; UCHL1 inh: 4.1; USP17 block: 63.2*; USP30 inh: 70.5*; OTUD3 inh: 15.8

Results for CC(C)OC(=O)c1cc2c(ccn2C)n1CC(=O)N1CCCC1 ?
USP10 block: -6.0; USP8 inh: -12.8; USP7 inh: -11.1; USP28 block: -72.3; UCHL1 inh: -9.3; USP17 block: -54.7; USP30 inh: -280.2; OTUD3 inh: -59.7

Results for Cc1nc(-c2noc(-c3ccncc3)n2)cn1CC(=O)NC1CCCC1 ?
USP10 block: -0.6; USP8 inh: 2.3; USP7 inh: -0.6; USP28 block: -8.1; UCHL1 inh: -2.9; USP17 block: 2.4; USP30 inh: 0.0; OTUD3 inh: -2.3

What do the screens show for `O=C(Cn1cc(S(=O)(=O)Cc2ccccc2)c2ccccc21)Nc1ccccc1`?
USP10 block: -4.8; USP8 inh: 33.5*; USP7 inh: -0.4; USP28 block: -18.2; UCHL1 inh: -8.3; USP17 block: 21.7; USP30 inh: -134.9; OTUD3 inh: -5.0

How did Fc1ccccc1Cc1cnc(C2CCCN(Cc3cscn3)C2)o1 (stereo not given) do in these assays?
USP10 block: -0.8; USP8 inh: -2.8; USP7 inh: -6.8; UCHL1 inh: 0.1; USP17 block: -7.4; OTUD3 inh: -0.5

Results for CC(=O)N1[C@@H](CNS(=O)(=O)c2ccc(F)cc2)C[C@@]2(C)[C@@H](O)CCCC[C@@H]12 ?
USP10 block: -1.8; USP8 inh: 7.2; USP7 inh: 0.6; USP28 block: 1.2; UCHL1 inh: -2.7; USP17 block: 1.9; USP30 inh: 8.8; OTUD3 inh: 5.7

Results for CC(C)CNC(=O)[C@H]1C[C@@H]2CN(S(=O)(=O)C3CC3)C[C@H]1O2 ?
USP10 block: 1.6; USP8 inh: 2.7; USP7 inh: 1.6; USP28 block: -8.6; UCHL1 inh: -1.6; USP17 block: 0.6; USP30 inh: 6.1; OTUD3 inh: -4.6

What do the screens show for `O=C(Cc1ccc(-n2c(=O)c3ccccc3n(CC(=O)NCCC3=CCCCC3)c2=O)cc1)NCCc1ccccc1`?
USP10 block: 9.8; USP8 inh: -5.7; USP7 inh: -4.9; USP28 block: -23.5; UCHL1 inh: -3.8; USP17 block: 6.2; USP30 inh: -34.6; OTUD3 inh: 9.6

What do the screens show for `CCc1ccccc1NC(=O)Cc1nc(-c2ccccc2)n[nH]1`?
USP10 block: 0.5; USP8 inh: 9.3; USP7 inh: -8.4; USP28 block: -5.0; UCHL1 inh: -0.4; USP17 block: -1.1; USP30 inh: -9.0; OTUD3 inh: -1.1

Results for COc1ccc(Cl)cc1-c1nc(-c2ccc(=O)[nH]c2)no1 ?
USP10 block: -5.5; USP8 inh: -63.4; USP7 inh: -33.1; USP28 block: -37.9; UCHL1 inh: -26.9; USP17 block: -38.6; USP30 inh: -163.7; OTUD3 inh: -32.3

Results for NC(=O)C1(N2CCCCC2)CCN(CC(=O)Nc2cc(Cl)ccc2Cl)CC1 ?
USP10 block: -3.6; USP8 inh: 14.9; USP7 inh: -105.7; USP28 block: 5.8; UCHL1 inh: 1.2; USP17 block: 11.9; USP30 inh: 30.2*; OTUD3 inh: 19.6

What do the screens show for `O=C(CSCc1nc(-c2ccc(Cl)cc2)no1)Nc1ccccc1F`?
USP10 block: 4.6; USP8 inh: 4.1; USP7 inh: -29.1; USP28 block: -7.2; UCHL1 inh: 0.9; USP17 block: 13.9; USP30 inh: 9.3; OTUD3 inh: 2.6

Compounds as they come. Share with any hit: about 13%.
